# Screens from PubChem.
# DRD3 antagonist: antagonists of human D3 dopamine receptor; max response, negative = inhibition, %; D3R cells, DiscoveRx beta-arrestin luminescence, antagonist mode; active compounds read low; P35462; 360,000 compounds, 2.5% hits; in the data active = max response below about -50%; inconclusive = no clear call, values can overlap the other calls; note: % is set by controls: 0 for no effect and ±100 for the full control effect; mostly tested at two doses, the higher about 12 µM
# Target sequence (P35462 whole entry, looked up): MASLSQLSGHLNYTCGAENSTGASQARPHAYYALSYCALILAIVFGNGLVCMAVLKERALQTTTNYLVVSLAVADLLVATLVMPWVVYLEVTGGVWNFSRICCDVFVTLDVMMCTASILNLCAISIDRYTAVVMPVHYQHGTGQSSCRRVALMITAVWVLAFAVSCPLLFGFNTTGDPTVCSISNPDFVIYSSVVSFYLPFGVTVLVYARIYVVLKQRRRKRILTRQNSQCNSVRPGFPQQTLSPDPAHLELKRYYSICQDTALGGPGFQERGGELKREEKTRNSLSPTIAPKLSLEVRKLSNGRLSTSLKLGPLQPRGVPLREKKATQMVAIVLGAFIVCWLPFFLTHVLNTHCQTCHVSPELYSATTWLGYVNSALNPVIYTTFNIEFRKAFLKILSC
#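 Cells expressing the human receptor were seeded at 1500 cells/well, incubated overnight at 37 degrees C in 5% CO2, then exposed to library compounds with dopamine controls for 90 minutes at 37 degrees C before luminescent detection.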
# HEK293 tox: cytotoxicity in counter-screen for GLP-1R inverse agonists | HEK293 cAMP-luciferase reporter cells, luminescence, 24 h | AID 624418 | Potency, µM (highest dose often 38.3 µM), for inactives: at the top dose activity change, negative = inhibition, hits mostly inhibitors | 410,000 compounds, 0.13% hits;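 note: loss of luciferase light is scored as toxicity; potency is the fitted concentration of half-maximal effect; % is set by controls: 0 for no effect and ±100 for the full control effect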
#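 Here, cytotoxicity is scored as loss of luminescence. The MLSMR collection was tested on cells seeded in medium containing 10% Nu serum, with a 24 hr compound exposure preceded by 12 hours of culture.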
# IL-2 act: activates IL-2 in a cell-based reporter assay. activation, % (series mostly up to about 46 µM). AID 652025. 360,000 compounds, 0.065% hits. IL-2 activation reporter assay, cell-based qHTS; stimulated with anti-CD3/CD4/CD28 beads; in transgenic mouse T cells; in the data active = activation above about 50%; inconclusive = mostly about 30% to 49%; note: 0% is about no effect
#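 Unstimulated transgenic mouse T cells preincubated 60 min with compound, then stimulated with anti-CD3/anti-CD4-coated beads plus anti-CD28 for 18 h at 37 degrees C. IL-2 response read as EGFP and DsRed fluorescence by plate cytometry.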
# D3 ag: activates the human D3 dopamine receptor | 410,000 compounds, 0.58% hits | AID 652048 | P35462 | D3R DiscoveRx beta-arrestin cells, luminescence, 90 min | max activation, %; in the data active = max activation above about 30%; note: 0% is about no effect; mostly tested at two doses, the higher about 12 µM
#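 Agonist-mode cell screen: cells plated at 1500/well and incubated overnight at 37 °C, then exposed to library compounds for 90 min at 37 °C. Detection reagent was added for 30–60 min at room temperature, and luminescence was read.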
# PLK1 PBD block: PLK1 (human) polo-box domain binding inhibition | P53350 | Plk1 PBD binding of FITC phosphopeptide, fluorescence polarization | Potency, µM, for the others: max response, negative = inhibition, usual class: inhibitors | 360,000 compounds, 2.8% hits; note: potency is the fitted concentration of half-maximal effect; series mostly up to about 57 µM; % is set by controls: 0 for no effect and ±100 for the full control effect; nearly all actives have a fitted effect of over 65% in size
# WRN inhibitor: WRN helicase (human) inhibition; WRN helicase unwinding, fluorescent forked duplex, kinetic; Potency, µM (titrated, usually from 114 µM), for the others: at the top dose activity change, negative = inhibition, hits mostly inhibitors; 360,000 compounds, 0.46% hits; AID 651768; note: potency is the fitted concentration of half-maximal effect; % is set by controls: 0 for no effect and ±100 for the full control effect; nearly all actives have a fitted effect of over 55% in size
#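 Fluorescence dequenching readout, ex 525 nm/em 598 nm, kinetic mode: forked duplex DNA (100 nM final) with adjacent fluorophore and quencher unwound by WRN (20 nM final) with 2 mM ATP. Compound preincubation 15 min, room temperature.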
# GLP-1R inv ag: inverse agonists of human GLP-1 receptor; HEK293 GLP-1R CRE-luciferase, luminescence, 24 h; GLP-1R form is constitutively active; Potency, µM (top dose mostly 38.3 µM), for inactives: at the highest dose activity change, negative = inhibition, most hits filed as inhibitors; P43220; 410,000 compounds, 1.6% hits; note: potency is the fitted concentration of half-maximal effect; % is set by controls: 0 for no effect and ±100 for the full control effect; nearly all actives have a fitted effect of over 55% in size
# Target sequence (P43220 whole entry, looked up): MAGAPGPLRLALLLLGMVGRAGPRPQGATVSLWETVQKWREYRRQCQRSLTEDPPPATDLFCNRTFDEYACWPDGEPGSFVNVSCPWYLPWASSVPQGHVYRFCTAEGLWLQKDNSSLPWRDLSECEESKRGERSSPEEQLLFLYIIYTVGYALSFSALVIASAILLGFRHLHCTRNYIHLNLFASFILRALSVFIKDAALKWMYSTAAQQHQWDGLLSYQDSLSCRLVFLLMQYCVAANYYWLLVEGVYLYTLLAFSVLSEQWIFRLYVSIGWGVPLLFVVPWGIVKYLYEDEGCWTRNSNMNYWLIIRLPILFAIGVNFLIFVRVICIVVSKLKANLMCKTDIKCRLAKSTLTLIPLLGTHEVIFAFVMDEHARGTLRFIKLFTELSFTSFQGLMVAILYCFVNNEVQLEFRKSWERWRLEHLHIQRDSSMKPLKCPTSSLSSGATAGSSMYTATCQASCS
#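 Cells are plated, allowed 12 hours at 37 deg C, then treated with compounds for 24 hr before luciferase detection reagent is added and luminescence is read after 12 min at room temperature. The HEK293 line carries constitutively active GLP-1R with a cAMP-responsive reporter.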
# PI5P4K alpha inh: blocks human PI5P4K alpha kinase activity; max response, %; PI5P4Kalpha enzyme, ADP-Glo luminescence, 60 min; active compounds read low; 330,000 compounds, 1.2% hits; active = max response of -50% or lower; inconclusive = between -30% and -50%; inactive = -30% or higher; note: value at the top dose of about 77 µM; % is set by controls: 0 for no effect and ±100 for the full control effect
#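 qHTS, 1536-well: enzyme/substrate mix, compound by pin tool, 5 microM ATP final; RT 60 min; ADP-Glo reagents 1 (45 min) then 2 (30 min); luminescence.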
# GLP-1R agonist: agonists of human GLP-1 receptor. P43220. HEK293 GLP-1R CRE-luciferase, luminescence, 4-6 h; cells express a hypersensitive GLP-1R form. Potency, µM (doses to about 45.6 µM), for inactives: at the highest dose activation, actives largely listed as activators. 380,000 compounds, 0.007% hits; note: potency is the fitted concentration of half-maximal effect; % of control where 0% means no effect
# * = called active by the depositor; ? = inconclusive; . = not tested or not shown; & = joins results of further samples; [ ] = dose if it differs, or a comment. Unless noted, calls come from the whole dose curve; as a rule, active = well fitted curve in the direction sought with a large enough effect; inconclusive = small, poorly fitted or top-dose-only effect, or another doubt; inactive = no such curve, though single readings can be large; an effect the other way counts as inactive or inconclusive. Outcome played no part in choosing rows; overall some 7.8% were active at least once.
SMILES,DRD3 antagonist,HEK293 tox,IL-2 act,D3 ag,PLK1 PBD block,WRN inhibitor,GLP-1R inv ag,PI5P4K alpha inh,GLP-1R agonist
COc1ccc(C(=O)Nc2ccc(S(=O)(=O)Nc3cc(C)nc(C)n3)cc2)cc1,-9,12%&3%,4.7,-10&4,-16%,-2%,7%&14%,4,-1%&0%
COc1ccc(C(CC(=O)O)NC(=O)OC(C)(C)C)cc1 (centres undefined),32,2%,-1.6,-12,0%,10%,3%,-3,-10%
COc1cc2cc(C(c3nnnn3C3CCCC3)N3CCCCCC3)c(=O)[nH]c2cc1OC (centres undefined),-4,5%,-0.5,-13,-11%,3%,4%,.,11%
COc1ccc(NC(=O)C2(C)CCN2C(=O)C(C)C)cc1F (centres undefined),15,2%,-0.6,4,-3%,1%,-19%,-3,-4%
CCc1ccc(NC(=O)CS(=O)CC(=O)NCC2OCCc3ccccc32)cc1 (centres undefined),-8,-4%,-1.7,-2,-10%,13%,-14%,-5,0%
COc1ccccc1NC(=O)CSc1nnc(CCNC(=O)c2ccc(C)cc2)n1C,-14,2%,-0.8,-5,-4%,11%,4%,-4,-2%
COc1ccc(C(=O)Nc2cccc(C(C)=O)c2)cc1OC,?,5%,-2.8,-19,-10%,1%,0%,.,2%
O=[N+]([O-])c1ccc2c(c1)C(O)n1ncnc1S2 (centres undefined),-11,-22%,0.3,-5,-9%,4%,?,-2,2%
COC(=O)c1c(-c2ccccc2)csc1N1C(=O)Nc2ccccc2N1O,-16,-1%,2.8,-8,-6%,-8%,-8%,-4,0%
CCCNC(=O)c1nnsc1S(=O)(=O)c1ccc(Cl)cc1,-85*,?,-1.0,-23,?,28µM*,?,?,-7%
O=C(NCCc1csc(-c2cccnc2)n1)c1cccc(C(F)(F)F)c1,.,0%,.,-5,.,.,?,.,7%
O=P(O)(O)c1ccccc1OCCCCCOc1ccccc1P(=O)(O)O,-16,-10%,-2.7,-3,-16%,5%,2%,.,-3%
Cc1ccc(S(=O)(=O)NN=CC=CC=NNS(=O)(=O)c2ccc(C)cc2)cc1,10,9%,-0.3,5,?,3%,35%[activator],-61*,-2%
Cc1cc(C)c(NC(=O)CN2C(=O)NC3(CCc4ccccc43)C2=O)c(Cl)c1 (centres undefined),-7,-15%,0.1,-3,-6%,-4%,?,0,16%
CCOC(=O)c1ccc(CNCc2ccc(C)cc2)cc1,0,5%,-1.4,-22,1%,-4%,3%,0,9%
CC(C)(C)NC(=O)[C@]1(C)CCC[C@@]2(C)C3CC[C@@]4(C)C[C@]3(CCC21)CC4=O (some centres undefined),-1,-18%,1.6,-12,-12%,8%,?,7,5%
Cc1ccc(C2CC(=O)C=C(Nc3ccc(Cl)cc3)C2)cc1 (centres undefined),-26,10%,2.2,-4,-3%,-15%,-8%,5,-2%
COc1ccc(-c2cc(C(F)(F)F)nc(S(=O)(=O)CCCC(=O)Nc3cc(C)on3)n2)cc1OC,?,?,-6.0,-10,-25%,-11%,?,4,-4%
COc1ccc(C(=O)NCC(=O)N/N=C(C)\C=C\c2ccccc2)cc1OC,11,7%,2.8,0,-2%,-3%,23%,-28,13%
Cn1cccc1/C=C(/C#N)c1ccc(F)cc1,2,-24%,-0.4,-3,-12%,5%,?,4,?

# Some of these compounds in order of number of heavy atoms, highest first:
SMILES,DRD3 antagonist,HEK293 tox,IL-2 act,D3 ag,PLK1 PBD block,WRN inhibitor,GLP-1R inv ag,PI5P4K alpha inh,GLP-1R agonist
COc1ccc(C(=O)Nc2ccc(S(=O)(=O)Nc3cc(C)nc(C)n3)cc2)cc1,-9,12%&3%,4.7,-10&4,-16%,-2%,7%&14%,4,-1%&0%
O=P(O)(O)c1ccccc1OCCCCCOc1ccccc1P(=O)(O)O,-16,-10%,-2.7,-3,-16%,5%,2%,.,-3%
CCOC(=O)c1ccc(CNCc2ccc(C)cc2)cc1,0,5%,-1.4,-22,1%,-4%,3%,0,9%

# Other records follow.
SMILES,DRD3 antagonist,HEK293 tox,IL-2 act,D3 ag,PLK1 PBD block,WRN inhibitor,GLP-1R inv ag,PI5P4K alpha inh,GLP-1R agonist
Cc1c(NC(=O)Nc2cccc(F)c2)c(=O)n(-c2ccccc2)n1C,3,-8%,-0.3,5,-7%,8%,10%,2,2%
O=C(CCNS(=O)(=O)c1ccc2[nH]c(=O)oc2c1)NCc1ccc(F)cc1,-28,1%,-1.6,4,-9%,-1%,11%,-4,-1%
Cc1cccc(NC(=O)CCCCC(=O)Nc2cccc(C)c2)c1,5,7%,-1.4,-1,-5%,-7%,-7%,1,8%
NS(=O)(=O)OCCCCCc1ccccc1,1,-28%,0.7,1,-6%,3%,-3%,-2,-1%
COc1ccc(NC(=O)COc2nsnc2N2CCOCC2)c(OC)c1,-12,1%,-1.1,6,-10%,-1%,3%,2,4%
CCOC(=O)c1nn(-c2ccc(C)c(Cl)c2)c(=O)c(C#N)c1C,18,6%,-0.7,7,8%,-8%,2%,6,-12%
CC(Oc1ccccc1F)C(=O)NNC(=O)c1cc2ccccc2o1 (centres undefined),0,-5%,0.8,3,-9%,-1%,8%,-1,1%
COc1ccc(-c2cc(C(F)(F)F)n3nc(C(=O)NCc4ccco4)c(Cl)c3n2)cc1,-29,42%[activator],0.7,-3,-7%,-2%,0%,.,2%
COc1ccccc1-n1cc([C@@H]2C[C@H]3CN(c4ccccc4)C(=O)[C@]34CCCN24)cn1,-7,-35%,-0.7,-3,16%,-18%,?,4,1%
O=C(CN1CCN(CC(=O)Nc2ccc(Cl)cc2)CC1)Nc1ccc(F)cc1,-26,0%,-1.7,-3,-11%,7%,1%,14,3%
O=C(NCCCN1CCCC1)C1CCN(C(=O)c2cc3sccc3n2Cc2ccc(F)cc2)CC1,-52*,-8%,-0.8,-3,-2%,-3%,10%,.,0%
CC(C)(C)/C(Cn1cncn1)=N\OC(=O)Nc1ccc(Cl)cc1,0,-1%,-0.3,1,-3%,2%,-9%,-4,13%
NS(=O)(=O)c1cnccc1Nc1ccc(Cl)cc1,-2,-14%,-0.2,-2,-10%,-7%,-16%,5,-1%
COCCn1nnnc1C(c1ccccn1)N1CCN(c2cccc(C)c2C)CC1 (centres undefined),64,-9%,0.8,-1,-4%,4%,?,11,-5%
O=C(/C=C/c1ccco1)N(Cc1cccc(Cl)c1)C1CCS(=O)(=O)C1 (centres undefined),4,0%,-1.3,16,-29%,-16%,-23%,?,10%
COc1ccc(CCNC(=O)CN(c2ccc(OC)c(OC)c2)S(=O)(=O)c2ccc(C)cc2)cc1,-4,-8%,-0.6,-3,3%,-3%[57.1 µM],-19%,-3,6%
COc1cccc(COc2ccc3c(C)c(Cc4ccccc4)c(=O)oc3c2)c1,16,-5%,1.0,2,-4%,3%,?,0,-5%
COc1ccc(C(=O)NC2CC3CCCC(C2)N3Cc2ccccc2)cc1 (centres undefined),-108*,-8%,-2.7,-21,-5%,7%,3%,1,3%
O=C(CSc1ccc2c(c1)OCCO2)NCCN1C(=O)CSC1=O,23,-7%,0.0,-5,-28%,-26%,-11%,5,-19%
O=[N+]([O-])c1ccc(N/N=C/C=C/c2ccco2)cc1,-57*,44%[activator],0.1,-20,19%,2%,-61%,-22,-3%
COc1ccccc1C(=O)NCC(c1cccnc1)N(C)C (centres undefined),-25,-8%,-0.9,-1,-3%,6%,0%,.,-7%
Cc1ccc(Cn2nnnc2CN2CCC(NC(=O)c3ccccc3F)CC2)cc1,21,-19%,-0.9,1,1%,4%,6%,-2,3%
O=C(O)CCC(=O)Nc1ccc(S(=O)(=O)Nc2nccs2)cc1,-1,-1%,0.7,0&12,-3%,2%,3%,-9,-5%
Cc1ccc(-c2csnn2)cc1,-17,9%,3.5,1,-4%,-4%,-5%,1,-1%
Cn1c2ccccc2c2n[nH]c(=S)nc21,-18,-3%,1.1,-5,0%,-35%,6%,4,0%
CCOc1ccc(NC(=O)CSc2nnc(Cn3cnc([N+](=O)[O-])n3)n2C)cc1,-20,6%,-1.2,-12,-10%,2%,20%,-7,5%
Cc1cccc(C2(c3cccc(C)c3)CC2C(=O)NCC2CCCO2)c1 (centres undefined),16,-10%,-1.4,14,27µM*,7%,?,-4,3%
Cc1ccc(-c2nnn(CC(=O)N(CC(=O)NC3CCCC3)c3ccccc3F)n2)o1,5,-5%,-0.1,1,1%,-7%,5%,-5,11%
Cc1ccc(S(=O)(=O)N2C[C@@H]3CCCC[C@@H]3[C@@H](C)[C@H]2c2cn(Cc3ccccc3)c3ccccc23)cc1,-7,2%,-0.8,-16,-8%,-11%,4%,10,1%
CCOC(=O)c1c(C)[nH]c(C)c1C(=O)COC(=O)CNC(=O)C1CCCCC1,-14,7%,0.5,3,-7%,6%,9%,-4,8%
COc1ccc(C)cc1S(=O)(=O)n1cnc2ccccc21,9,0%,0.4,-5,1%,12%,?,6,-4%
Cc1cc(C)n(-c2ccc3cccc(NS(C)(=O)=O)c3n2)n1,28,1%,-0.6,4,2%,-9%,5%,1,-9%
CC1(C)CC(=O)C(C2C3=C(CC(C)(C)CC3=O)OC3=C2C(=O)CC(C)(C)C3)=C(O)C1,1,-2%,0.4,2,-10%,-30%,-19%,-6,-1%
O=C(CN1C(=O)c2ccccc2C1=O)NC1CCCCC1,18,-3%,-2.2,-12,3%,1%,27%,1,0%
O=C(OCc1ccc(Br)cc1)c1cnc(Cl)c(Cl)c1,-14,-29%,0.1,-10,0%,1%,-29%,8,15%
COc1ccc(S(N)(=O)=O)cc1C(=O)OCC(=O)Nc1sccc1C#N,-12,-4%,0.1,5,-12%,-13%,8%,-15,14%
CN(Cc1cccc([N+](=O)[O-])c1)Cc1cccc2ccccc12,-14,16%,-3.1,-12,-23%,3%,?,17,14%
CCN(CC(=O)NC1CCS(=O)(=O)C1)c1ccc([N+](=O)[O-])cc1C#N (centres undefined),-20,-12%,0.1,-3,-27%,-3%,7%,-4,0%
CCN1C(=O)N[C@@H](c2ccco2)C(C(C)=O)=C1C,12,2%,-0.3,6,-2%,9%,17%,-2,-6%
